Source: PubChem (several laboratories)
Pf gamet viab – inhibitors of late stage P. falciparum gametocyte viability; P. falciparum stage V gametocytes, ATP luminescence, 24 h; inhibition, % at 10.9 µM; 150,000 tested, 0.065% active;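 active = inhibition above the mean plus 3 SD of compounds within the control limits, set per campaign, cut at about 38% in these data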;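 also: 0% = DMSO wells and 100% = medium only without gametocytes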
Avidin bead fluor – compound fluoresces at 488/530 nm on avidin beads | fluorescence (KMESF) at 10 µM | AID 1775 | compound fluorescence 488/530 nm, flow cytometry; stronger effect = higher value | 220,000 tested, 0.38% active; in the data active = fluorescence above about 47; also: inactives centre near 10
Mcl1 Noxa PPI – Mcl-1/Noxa interaction inhibition; TR-FRET Mcl-1/Noxa peptide binding, 2 h; inhibition, % at 21.7 µM; 220,000 tested, 1.5% active;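 active = compounds that cut the protein-peptide binding signal by more than 50% relative to plate controls in a single-dose test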;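 also: His-tagged Mcl-1 with rhodamine Noxa BH3 peptide and terbium anti-His antibody; 0% = Mcl-1 plus Noxa peptide wells and 100% = peptide-only wells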
HRas wt GTP – changes GTP binding to wildtype human HRas. AID 759. GTP binding activity, % at 10 µM. 190,000 tested, 0.14% active. GST-Ras wt beads, Bodipy-FL-GTP binding, flow cytometry; actives lie on both sides;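 active = GTP binding activity at least 20% away from the 100% baseline, either lowered as inhibitor or raised as activator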;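 also: 0% = unlabeled GTP competition control and 100% = no-compound control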
Target sequence (P01112 whole entry, looked up): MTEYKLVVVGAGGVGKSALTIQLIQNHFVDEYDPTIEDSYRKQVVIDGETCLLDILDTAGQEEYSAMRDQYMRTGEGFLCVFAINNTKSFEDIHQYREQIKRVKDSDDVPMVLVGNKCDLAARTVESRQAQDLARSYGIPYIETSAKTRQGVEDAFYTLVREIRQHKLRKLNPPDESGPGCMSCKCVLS
Rac1 act GTP bind – modulators of GTP binding to human Rac1 activated mutant; GST-Rac1 activated beads, fluorescent GTP binding, flow cytometry; actives lie on both sides; 100% means binding = to untreated wells; 190,000 tested, 0.11% active; percent activity (GTP binding), % at 10 µM;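 active = GTP binding at least 20 percentage points away from the 100% baseline, in either direction, so actives lie on both sides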
Cdc42 wt – modulators (inhibitors or activators) of GTP binding to human Cdc42 wildtype; percent activity (GTP binding), % at 10 µM; 190,000 tested, 0.2% active; AID 761; GST-Cdc42 beads, Bodipy-GTP binding, flow cytometry; actives lie on both sides; P60953;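 active = percent activity GTP binding at least 20 points away from the 100% baseline, either down as inhibitor or up as activator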;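 also: median bead fluorescence of bound Bodipy-FL-GTP at 100 nM; 0% = excess unlabeled GTP control and 100% = no compound control; below 100% means less GTP binding so inhibitor and above means activator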
Target sequence (P60953 whole entry, looked up): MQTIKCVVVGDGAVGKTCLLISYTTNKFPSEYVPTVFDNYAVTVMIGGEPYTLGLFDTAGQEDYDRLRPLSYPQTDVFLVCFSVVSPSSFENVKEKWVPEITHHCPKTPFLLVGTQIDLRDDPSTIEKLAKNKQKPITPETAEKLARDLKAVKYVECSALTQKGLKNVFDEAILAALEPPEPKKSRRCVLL
Rab2A wt mod – changes GTP binding to wildtype dog Rab2A, up or down. GST-Rab2 wt beads, Bodipy-GTP binding, flow cytometry. 190,000 tested, 0.19% active. GTP binding activity, % at 10 µM;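 active = GTP binding activity at least 20 points away from 100%, either lowered or raised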;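 also: 0% = beads with excess unlabeled GTP and 100% = no-compound control corrected for plate trend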
ABCG2 block – blocks JC-1 efflux by human ABCG2 transporter. IgMXP3 cells, flow cytometry. inhibition, % at 6.6 µM. 190,000 tested, 0.1% active;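 active = inhibition above 80%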;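 also: 0% = DMSO and 100% = nicardipine control wells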
Target sequence (Q9UNQ0 whole entry, looked up): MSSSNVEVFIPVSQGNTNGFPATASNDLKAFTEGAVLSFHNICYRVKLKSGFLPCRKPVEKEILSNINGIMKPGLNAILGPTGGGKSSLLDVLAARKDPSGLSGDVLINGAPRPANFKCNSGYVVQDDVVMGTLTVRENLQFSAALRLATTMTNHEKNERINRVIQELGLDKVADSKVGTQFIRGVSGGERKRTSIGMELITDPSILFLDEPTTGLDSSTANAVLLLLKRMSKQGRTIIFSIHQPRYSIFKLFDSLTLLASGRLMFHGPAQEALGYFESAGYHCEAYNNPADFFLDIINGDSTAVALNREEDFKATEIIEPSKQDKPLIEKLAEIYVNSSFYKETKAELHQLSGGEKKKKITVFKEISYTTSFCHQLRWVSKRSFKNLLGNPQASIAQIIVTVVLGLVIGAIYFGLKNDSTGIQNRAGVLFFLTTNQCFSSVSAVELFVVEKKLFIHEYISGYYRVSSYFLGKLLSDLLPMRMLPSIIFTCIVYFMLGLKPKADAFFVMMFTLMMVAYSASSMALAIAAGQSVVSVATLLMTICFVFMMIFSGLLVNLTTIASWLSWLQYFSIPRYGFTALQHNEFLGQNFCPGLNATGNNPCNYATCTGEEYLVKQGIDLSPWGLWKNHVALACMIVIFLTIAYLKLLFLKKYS
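Incubation: cells with compound and JC-1, 10 min at 25 °C, rotating, no wash / Test system: IgMXP3 (ABCG2) plus far-red-tagged CCRF-Adr (ABCB1) cells / Compound dosing: one concentration, 6.6 µM final / Also added: JC-1 fluorescent substrate / Evaluation: efflux inhibition in percent versus controls / Detection: flow cytometry, 530 nm JC-1 signal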
Rab7 wt GTP bind – dog Rab7 wildtype GTP binding, inhibitors and activators. GST-Rab7 beads, fluorescent GTP binding, flow cytometry; actives lie on both sides; untreated = 100%, excess cold GTP = 0%. GTP binding activity (percent of control), % at 10 µM. 190,000 tested, 0.055% active;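 active = fluorescent GTP binding to Rab7 beads changed by at least 20 points from the 100% baseline, either direction, mostly lower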;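 also: median green fluorescence of bound Bodipy-FL-GTP per Rab7 bead population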
ABCB1 block – human ABCB1 inhibition, ABCG2 as counter-screen | CCRF-Adr cells, JC-1 efflux, flow cytometry | inhibition, % at 6.6 µM | 190,000 tested, 0.067% active | AID 1326; in the data active = inhibition above about 40%;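 also: 0% = vehicle and 100% = reference inhibitor; higher value means more JC-1 retained so stronger ABCB1 efflux block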
Rac1 wt modul – human Rac1 wildtype GTP binding, inhibitors and activators | GST-Rac1 beads, fluorescent GTP binding, flow cytometry; actives lie on both sides; 0 = cold GTP competed, 100 = untreated | GTP binding activity (% of control), % at 10 µM | 190,000 tested, 0.27% active | AID 757;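 active = GTP binding activity at least 20 points away from the 100% control level, either lower or higher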
* hit, by the source's call; . = not tested or not shown.

SMILES	Pf gamet viab	Avidin bead fluor	Mcl1 Noxa PPI	HRas wt GTP	Rac1 act GTP bind	Cdc42 wt	Rab2A wt mod	ABCG2 block	Rab7 wt GTP bind	ABCB1 block	Rac1 wt modul
CNC(=O)n1ccc(C(=O)N2CCCCC2)n1	.	13	-10	105	101	108	104	0	104	0.0	107
O=C(CSCc1ccc(Cl)cc1)c1ccco1	.	7	13	105	98	101	102	0	104	0.0	100
CC(=O)Nc1ccc(/C=N/NC(=O)CCN2CCN(c3ccccc3)CC2)cc1	-3	9	-28	79*	87	76*	75*	2	88	0.5	74*
CCN(C(=O)c1cn(C)c(=O)c2cc(OC)c(OC)cc12)c1ccccc1C	.	13	-1	100	100	102	101	-1	98	0.5	102
Cc1cc(C)c2c(-n3cccc3)n[nH]c2n1	-44	14	3	102	102	103	104	2	97	0.2	100
Cc1nnc(N/N=C\c2ccc(-c3cccc(C(=O)O)c3)o2)n1N	-13	11	25	95	94	97	96	-1	98	-0.1	97
CCc1nnc(NS(=O)(=O)c2ccc(NC(=O)/C=C/c3ccccc3Cl)cc2)s1	22	14	30	89	87	84	87	-5	102	-1.2	92
CC1(C)CC(=O)c2c(noc2-c2ccccc2)C1	.	27	-5	100	98	102	101	9	99	0.5	108
N#CC1(C#N)CC(C=O)=C(N)C1(C#N)CC(=O)C12CC3CC(CC(C3)C1)C2 (centres undefined)	7	3	7	91	100	87	91	-2	95	-0.1	96
CC(=O)Nc1ccc(C(=O)OCC(=O)NCc2ccc(Cl)cc2)cc1	.	13	-2	99	97	100	97	3	97	-0.4	102
COCCCNC(=O)c1cc2c(s1)CS(=O)(=O)C2	.	8	1	97	96	98	96	5	93	0.8	97
Cc1cc(NC(=O)c2cnccn2)no1	.	8	9	99	98	100	100	0	98	3.3	105

Four compounds drawn at random from the list so far, as already listed:
SMILES	Pf gamet viab	Avidin bead fluor	Mcl1 Noxa PPI	HRas wt GTP	Rac1 act GTP bind	Cdc42 wt	Rab2A wt mod	ABCG2 block	Rab7 wt GTP bind	ABCB1 block	Rac1 wt modul
CC(=O)Nc1ccc(C(=O)OCC(=O)NCc2ccc(Cl)cc2)cc1	.	13	-2	99	97	100	97	3	97	-0.4	102
CC1(C)CC(=O)c2c(noc2-c2ccccc2)C1	.	27	-5	100	98	102	101	9	99	0.5	108
CC(=O)Nc1ccc(/C=N/NC(=O)CCN2CCN(c3ccccc3)CC2)cc1	-3	9	-28	79*	87	76*	75*	2	88	0.5	74*
N#CC1(C#N)CC(C=O)=C(N)C1(C#N)CC(=O)C12CC3CC(CC(C3)C1)C2 (centres undefined)	7	3	7	91	100	87	91	-2	95	-0.1	96

More compounds follow.
SMILES	Pf gamet viab	Avidin bead fluor	Mcl1 Noxa PPI	HRas wt GTP	Rac1 act GTP bind	Cdc42 wt	Rab2A wt mod	ABCG2 block	Rab7 wt GTP bind	ABCB1 block	Rac1 wt modul
CCOC(=O)c1c(C)nc2sc(C(=O)Nc3ccc(C(C)=O)cc3)c(N)c2c1-c1ccc(OC)cc1	.	15	17	99	98	100	99	27	101	1.7	101
COc1ccc(C2CC(c3ccco3)n3ncnc3N2)cc1 (centres undefined)	.	26	-4	100	101	103	98	4	103	0.6	105
COCCNC(=O)c1ccc(NC(C)=O)cc1	.	12	8	99	96	100	97	2	98	0.4	97
COc1ccc2cc(S(=O)(=O)N3CCOCC3)ccc2c1	26	37	-1	105	100	104	103	1	102	0.4	104
CC(=O)Nc1cccc(NC(=O)c2ccco2)c1	-10	7	-1	100	99	102	101	0	101	0.0	102
Clc1ccccc1Cc1noc(CN2CCCCC2CCc2ccccn2)n1 (centres undefined)	.	3	-3	96	97	97	99	4	103	1.4	95
CN(C)S(=O)(=O)c1ccc(NC(=O)/C=C/c2ccccc2Cl)cc1	-1	6	3	97	98	100	98	-1	100	-0.2	99
CC(=O)C1=C(C)Nc2ncnn2C1c1ccccc1Cl (centres undefined)	0	33	14	103	101	105	102	0	103	-0.1	108
C=CCNC(=S)N(Cc1ccccc1)Cc1ccccc1	-10	18	10	97	98	97	97	13	92	1.8	99
COc1cc2cc(CN(Cc3cccs3)C(=S)Nc3ccccc3)c(=O)[nH]c2cc1OC	-11	5	11	104	102	103	102	-2	104	-0.1	103
CCCc1nc2ccccc2[nH]1	19	9	4	101	99	103	101	3	100	0.1	102
CCC(c1nnnn1Cc1ccco1)N(Cc1cc2cc(C)cc(C)c2[nH]c1=O)CC1CCCO1 (centres undefined)	-7	36	8	102	101	104	100	2	102	0.8	108
CCc1ccc(OCC(=O)Nc2ccc(-c3nc4ccccc4o3)c(O)c2)cc1	-13	9	.	96	95	95	93	-2	93	-0.2	93
COC(=O)N/N=C/c1cn(Cc2ccccc2Cl)c2ccccc12	9	16	13	98	97	98	98	1	97	.	100
O=C(N/N=C/c1ccncc1)c1cccc(NC(=O)c2ccccc2Cl)c1	18	5	18	95	100	94	94	0	91	0.0	98
CCN(CC)S(=O)(=O)c1cccc(C(=O)OCc2cc(=O)n3nc(C)sc3n2)c1	.	25	-2	100	97	100	98	9	100	1.1	93
O=C(COC(=O)c1cc(S(=O)(=O)N2CCCCC2)ccc1N1CCOCC1)NC1CCS(=O)(=O)C1 (centres undefined)	.	10	13	96	96	95	96	-2	96	-0.1	98
CCc1ccc(-c2nc(CCl)cs2)cc1	18	7	-1	101	101	102	102	8	102	0.0	105
Cc1cc(OCC(=O)N(C)C)c2c(-c3ccccc3)cc(=O)oc2c1	.	7	-3	98	95	97	99	1	101	0.7	99
O=C1c2ccccc2NC(c2ccc(O)cc2)N1/N=C/c1ccc(O)cc1 (centres undefined)	-11	11	17	101	100	102	100	0	98	0.0	103
CCc1ccc(Nc2ccc(C(N)=O)cc2[N+](=O)[O-])cc1	7	11	16	101	99	103	100	17	104	0.6	106
Cc1ccc(N2C(=O)CC(Sc3ccccc3C(=O)O)C2=O)c([N+](=O)[O-])c1 (centres undefined)	-12	10	32	100	98	101	101	6	108	1.2	102
O=C(Nc1cccnc1)c1ccc(N2CCCC2)c([N+](=O)[O-])c1	-37	12	6	97	95	100	97	10	97	1.5	101
Cc1oc(-c2ccccc2Cl)nc1CN(C)C(C)c1ccon1 (centres undefined)	.	9	-1	96	95	99	97	3	92	0.7	97
COc1cc2c(C(=O)NCc3ccccn3)cn(CC(C)C)c(=O)c2cc1OC	.	8	-8	101	98	104	100	2	99	0.1	104
CCN(CC(=O)NCc1cccs1)C(=O)CCc1c[nH]c2ccccc12	-4	11	19	99	100	100	96	2	99	1.4	102
O=C(CSc1ncn[nH]1)N1N=C2/C(=C/c3ccco3)CCCC2C1c1ccco1 (centres undefined)	9	26	-1	104	102	108	102	1	102	0.5	108
CCCSc1nc(C)cc(=O)[nH]1	.	16	13	100	100	103	101	-4	99	0.1	106
Nc1nnc(SCC(=O)OCC(=O)NC23CC4CC(CC(C4)C2)C3)s1	-3	-1	9	102	100	101	103	0	99	-0.2	104
CCc1ccc(NC(=O)N2CCN(c3ccccc3)CC2)cc1	-1	5	-3	99	95	98	98	6	106	-0.1	99
Cc1ccc2nc(NC(=O)C3CCN(S(=O)(=O)c4cccnc4)CC3)sc2c1	.	5	19	98	97	96	97	-1	96	-0.1	103
Cc1ccc(Cn2ccc(NC(=O)c3cc(-c4ccco4)on3)n2)cc1	.	19	2	99	100	97	100	4	101	-0.4	103
O=C(NCCCN1CCOCC1)c1cc(-c2cccs2)on1	.	6	-7	100	100	105	100	1	99	-0.1	105
CCOc1cc2[nH]c(=S)n(CCC(=O)N3CCc4ccccc4C3)c(=O)c2cc1OCC	16	8	2	100	98	98	98	9	100	0.3	99
CC(=O)Nc1ccc(S(=O)(=O)CCC#N)cc1	.	23	18	100	97	100	101	0	106	-0.1	101
Cc1nc2ccc(S(=O)(=O)NCC(=O)NCCN3CCCCCC3)cc2s1	.	37	27	101	99	103	99	1	102	0.1	101
Cc1cc(S(=O)(=O)N(Cc2ccc(C(C)C)cc2)CC2CCCO2)ccc1-n1cnnn1 (centres undefined)	.	14	-2	104	97	103	105	2	103	0.8	100
Cc1ccc(O)c(NC(=O)c2cccc(NC(=O)c3ccco3)c2)c1	8	10	27	98	96	99	95	1	97	2.1	97
Cc1cccc(NS(=O)(=O)c2cccs2)n1	8	37	4	97	99	102	98	0	98	0.1	100
Cc1ccc(C)c(C(=O)COC(=O)c2cc([N+](=O)[O-])ccc2NCCO)c1	-17	15	11	98	98	100	100	9	98	0.9	102
COCCOc1cc(Nc2nnc(C(F)(F)F)s2)c(Cl)cc1Cl	13	7	14	100	97	100	99	2	101	0.3	101
CC(C)CC(=O)Nc1ccc(C(=O)Cn2c(=O)oc3ccccc32)cc1	18	5	10	98	100	98	100	8	97	0.4	102
O=C(COC(=O)c1n[nH]c2ccccc12)NC(=O)NCc1ccco1	0	9	34	97	98	97	98	-4	97	-7.5	101
CCCCOC(=O)Cn1c(=N)n(CCC)c2ccccc21	-4	11	8	100	97	99	98	0	101	0.0	98
C#CC(C)(CC)NC(=O)c1cc(OC)c(OC)c(OC)c1 (centres undefined)	-3	4	-18	99	98	100	99	.	99	.	100
COc1ccccc1C(=O)Nc1nc(-c2ccc(S(=O)(=O)N3CCOCC3)cc2)cs1	.	9	-72	93	96	94	93	0	93	0.4	92
O=C(C1CCN(S(=O)(=O)c2cnc[nH]2)CC1)N(CCc1ccccc1)Cc1ccccc1	0	11	3	98	95	97	94	-4	93	-0.5	101
O=C1c2cccc3cc(Br)cc(c23)C(=O)N1Nc1ccccc1	.	7	10	101	98	101	100	7	102	1.2	101
CC1CCCN(CC(O)COC(c2ccccc2)c2ccccc2)C1 (centres undefined)	.	23	21	97	94	94	97	0	98	0.1	97
CSc1nc(NCc2ccccc2)c2c3c(sc2n1)CN(C)CC3	9	8	32	97	95	95	96	12	98	7.2	97
CCn1c(C)csc1=NC(=O)c1ccccc1O	.	9	0	99	96	98	99	5	100	0.2	102
CCOc1ccc(C(=O)NNC2CC(=O)N(CCc3ccccc3)C2=O)cc1OC (centres undefined)	-17	16	27	100	96	99	100	39	98	6.0	103
COc1ccccc1C(O)(c1ccccc1)C(CN1CCOCC1)c1ccccc1 (centres undefined)	.	8	3	98	97	99	96	11	95	0.6	101
CC1=NN(C(=O)c2ccccc2Cl)C(O)(c2cccnc2)C1 (centres undefined)	4	15	3	94	91	92	94	-1	97	-0.3	90
Nc1nc(CSc2nc3ccccc3[nH]2)nc(N2CCOCC2)n1	.	6	6	93	92	96	93	2	96	-0.1	97
O=c1c(-c2cnn(-c3ccccc3)c2)coc2cc(O)ccc12	.	3	57*	92	89	88	94	4	98	0.0	89
COc1ccc(CNCCCO)cc1OC	.	7	-10	101	97	102	99	1	98	0.5	106
